Source: PubChem BioAssay (several laboratories)
FLuc inh counter = firefly luciferase enzyme inhibitors, primary screen, artefact control for luciferase-based inhibitor screens, biochemical, luminescence, ATPLite | Luciferin 4-monooxygenase (Photinus pyralis), P08659 | 10 min | inhibition, % at 10 µM | 200,000 tested, 1.5% active | AID 1006, 2008;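 active = inhibition above about 50% when tested at 10 µM, limit read from the data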
Target sequence (P08659 whole entry, looked up): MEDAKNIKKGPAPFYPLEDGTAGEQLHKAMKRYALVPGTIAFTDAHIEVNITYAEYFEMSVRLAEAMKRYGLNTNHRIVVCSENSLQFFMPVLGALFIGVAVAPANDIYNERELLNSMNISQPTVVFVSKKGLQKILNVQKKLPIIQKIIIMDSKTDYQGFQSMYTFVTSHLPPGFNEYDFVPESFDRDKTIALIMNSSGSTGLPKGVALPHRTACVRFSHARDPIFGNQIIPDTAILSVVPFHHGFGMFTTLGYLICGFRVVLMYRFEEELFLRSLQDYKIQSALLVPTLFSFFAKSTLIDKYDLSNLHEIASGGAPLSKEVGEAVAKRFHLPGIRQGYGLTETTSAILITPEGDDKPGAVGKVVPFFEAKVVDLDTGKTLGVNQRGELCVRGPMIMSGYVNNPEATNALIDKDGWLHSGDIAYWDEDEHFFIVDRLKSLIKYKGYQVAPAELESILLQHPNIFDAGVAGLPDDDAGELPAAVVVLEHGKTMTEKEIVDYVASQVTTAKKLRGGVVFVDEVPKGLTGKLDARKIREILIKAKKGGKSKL
bIAP activator = bovine intestinal alkaline phosphatase activators, primary screen, biochemical, bovine IAP, CDP-star luminescence; purified bovine IAP, 30 min; hits give high values; fold of DMSO-control signal, blank-subtracted; activation factor at 20 µM; 200,000 tested, 0.17% active; AID 1016, 2008;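 active = activation factor of 2 or more at 20 µM, a signal rise over negative controls twice the positive control's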
L major viab = Leishmania major promastigote growth inhibition, primary screen; Leishmania major promastigotes, resazurin fluorescence viability; AID 1063, 2008; inhibition, % at 10 µM; 200,000 tested, 9% active; in the data active = inhibition above about 50%;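 also: promastigotes grown with compound for 44 hours at 28 °C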
TNAP inh no acc = human TNAP enzyme inhibitors, primary screen, biochemical, luminescent, no phosphate acceptor, uHTS; Alkaline phosphatase, tissue-nonspecific isozyme (Homo sapiens), P05186; purified TNAP, CDP-star luminescence, 30 min; inhibition, % at 20 µM; 200,000 tested, 0.26% active;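 active = tissue-nonspecific alkaline phosphatase inhibition above about 50% at 20 µM in the single-dose screen, limit read from the data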;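 also: 0% = DMSO negative control and 100% = EDTA positive control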
Target sequence (P05186 whole entry, looked up): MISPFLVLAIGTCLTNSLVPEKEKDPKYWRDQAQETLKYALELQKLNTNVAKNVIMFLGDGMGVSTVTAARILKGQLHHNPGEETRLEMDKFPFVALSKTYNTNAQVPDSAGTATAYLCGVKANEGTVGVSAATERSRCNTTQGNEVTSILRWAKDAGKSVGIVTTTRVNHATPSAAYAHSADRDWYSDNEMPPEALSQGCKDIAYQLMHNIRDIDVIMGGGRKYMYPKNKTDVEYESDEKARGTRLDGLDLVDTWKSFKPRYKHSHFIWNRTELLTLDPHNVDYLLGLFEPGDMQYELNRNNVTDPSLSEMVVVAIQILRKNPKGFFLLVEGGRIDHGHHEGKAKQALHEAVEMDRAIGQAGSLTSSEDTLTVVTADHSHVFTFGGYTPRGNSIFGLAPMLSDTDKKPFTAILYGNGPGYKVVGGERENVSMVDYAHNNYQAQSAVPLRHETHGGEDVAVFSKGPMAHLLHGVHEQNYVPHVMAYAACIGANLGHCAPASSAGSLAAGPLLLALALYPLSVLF
RAM network inh = inhibitors of the yeast RAM network, primary screen, dse1pr::URA3 reporter, 5-FOA selection | inhibition, % at 50 µM | S. cerevisiae dse1pr::URA3 reporter, 5-FOA growth OD615, 2 d; analog-sensitive cbk1-as2 kinase mutant strain | 190,000 tested, 1.8% active;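 active = inhibition above a set limit, 3 SD over mean compound inhibition, cut at about 8.4% in these data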;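 also: 0% = DMSO-only wells with no growth and 100% = 10 µM 1-NA-PP1 full growth; inhibition rescues growth on 5-FOA so higher OD means more RAM inhibition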
TNAP inh hiacc = human TNAP enzyme inhibitors, primary screen, biochemical, luminescent, high phosphate acceptor level, uHTS; purified TNAP, CDP-star luminescence, 1 M DEA; Alkaline phosphatase, tissue-nonspecific isozyme (Homo sapiens), P05186; inhibition, % at 20 µM; 200,000 tested, 0.03% active;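 active = over 50% inhibition of tissue-nonspecific alkaline phosphatase at 20 µM in the single-dose screen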;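 also: plate controls were DMSO wells for no effect and EDTA-quenched wells as full inhibition for full effect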
APP transl inh = inhibitors of APP translation via 5'UTR reporter, primary screen, APP 5'UTR luciferase, SH-SY5Y cells; SH-SY5Y APP 5'UTR-luciferase reporter, luminescence; 190,000 tested, 0.82% active; inhibition, % at 2 µM;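 active = inhibition above a set limit, derived from the sample mean plus 3 SD, cut at about 45% in these data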; also: values of inactives mirror those of a sister screen read the other way
FLuc stim CS = FLuc activators, initial screening, artefact control for FLuc-dependent activation tests, biochemical, ATPlite luminescence. Luciferin 4-monooxygenase (Photinus pyralis), P08659. ATPlite luciferase biochemical, 10 min; 0 = ATP-free wells, 1 = DMSO control. activation factor at 10 µM. 200,000 tested, under 10 active. AID 1027, 2008;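 active = luciferase activation factor, scaled between plate controls, of at least 2 with compound at 10 µM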
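Assay system: Luciferase/luciferin detection reagent, cell-free biochemical luciferase assay / Also added: ATP substrate / Schedule: 10 min at ambient temperature / Measured by: luminescence measurement of luciferase light output / Benchmarks: low control with PBS replacing ATP, high control enzyme plus ATP without compound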
bIAP inh = bovine intestinal alkaline phosphatase inhibitors, primary screen, selectivity assay for TNAP inhibitor project, biochemical, bovine IAP, CDP-star luminescence; alkaline phosphatase, intestinal [Bos taurus]; purified bovine IAP, 30 min; inhibition, % at 20 µM; 190,000 tested, under 10 active;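 active = over 50% inhibition of intestinal alkaline phosphatase at 20 µM in the single-dose screen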
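test system = bovine IAP enzyme | medium = DEA buffer 100 mM, pH 9.8, with MgCl2 1.0 mM, ZnCl2 0.02 mM | detection = luminescence | dosing = single compound dose of 20 µM, 2% DMSO final | incubation = 30 min reaction at room temperature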
TNAP act hiacc = TNAP activators at high phosphate acceptor level, primary screen, biochemical, luminescence, uHTS. purified TNAP, CDP-star luminescence, 1 M DEA, 30 min; hits give high values; 0 = EDTA background, 1 = DMSO-only activity. activation factor at 20 µM. AID 1136, 2008. 200,000 tested, under 10 active;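 active = activation factor at least 2 at 20 µM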
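Assay system: human TNAP; Input: enzyme diluted 1/800 final; Reagent: CDP-star luminogenic substrate at 100 µM final; Timing: 30 min, room temperature; Signal: luminescence; Evaluation: TNAP activation factor scaled between EDTA and DMSO control wells.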
Numbers without * were called inactive; x = no result given. This is a random part of the collection (roughly 13% active in at least one column).

SMILES | FLuc inh counter | bIAP activator | L major viab | TNAP inh no acc | RAM network inh | TNAP inh hiacc | APP transl inh | FLuc stim CS | bIAP inh | TNAP act hiacc
N#Cc1c(N)n(CCCN2CCOCC2)c2nc3ccccc3nc12 | -8 | 1.1 | 12 | -19 | 0.4 | -3 | 3 | 1.1 | -14 | 1
COc1ccc(C(C)=O)cc1CSc1nnc(-c2ccccc2O)n1-c1ccccc1 | 2 | 1.2 | 43 | 2 | 2.1 | 0 | -10 | 1 | -16 | 1
Cc1ccc(-n2[nH]c(C)c(C=Nc3cc(C)ccn3)c2=O)cc1 | -3 | 1 | -1 | -18 | 0.3 | -3 | -24 | 1 | 3 | 1
O=C(N/N=C/c1cccnc1)c1ccccc1[N+](=O)[O-] | -1 | 1 | -1 | -5 | 1.2 | -4 | -5 | 1 | 3 | 1
CCCN1CNC(=S)N(c2cccc(C)c2C)C1 | -2 | 0.9 | -7 | -13 | 0.6 | -4 | -18 | 1 | 7 | 1
Cc1noc(/C=C/N(C)C)c1S(=O)(=O)N(C)CC(=O)NC1CCCCC1 | -4 | 1 | -1 | 4 | 2.4 | -7 | 8 | 1 | 5 | 1.1
O=C(CSc1ccccc1)Nc1ccccc1C(=O)N1CCCC1 | -2 | 1.1 | -5 | -4 | 3.7 | 1 | 28 | 1 | -11 | 1
CCC(C)(C)NC(=O)C(c1cccs1)N(CC1CCCO1)C(=O)Cn1nnc2ccccc21 (stereo not given) | 2 | 1 | 20 | -6 | 2.2 | 0 | 3 | 1 | -2 | 1
N#CCCn1c(-c2nonc2NC(=O)c2ccccc2Cl)nc2ccccc21 | -2 | 0.9 | -5 | -7 | 2.9 | -2 | 10 | 1 | 11 | 1
O=C(Cc1noc2ccccc12)Nc1ccc(Cl)cc1 | -6 | 0.9 | -3 | -8 | 1.1 | -7 | -28 | 1.1 | 12 | 1.1
COc1cccc(OCC(O)CN2CCC(CN3C(=O)c4cccc5cccc(c45)C3=O)CC2)c1 (stereo not given) | -8 | 0.9 | 87* | -1 | 2.9 | -2 | 21 | 1.1 | 7 | 1
O=P(c1ccccc1)(c1ccccc1)C(c1ccco1)N1CCOCC1 (stereo not given) | -2 | 1 | 8 | -10 | 1.0 | -6 | -9 | 1 | -2 | 1.1
COc1cccc(C(=O)Nc2cccc(-c3ccc4nncn4n3)c2)c1OC | 3 | 1 | -7 | -9 | 1.1 | -4 | 0 | 1 | 2 | 1
O=C(NC1CCCC1)NS(=O)(=O)c1ccccc1Cl | -11 | 1 | 8 | 0 | 1.0 | -6 | 11 | 1.1 | 1 | 1.1
CCN(C1CCCCC1)S(=O)(=O)c1ccc(OC)c(C)c1 | -7 | 0.9 | 3 | -9 | 2.2 | -4 | 6 | 1.1 | 14 | 1
Cc1nn(C)c(C)c1Sc1ccc(Br)cc1 | -6 | 0.9 | -2 | -14 | -1.9 | -4 | 6 | 1.1 | 8 | 1
COCCNC(C)C(=O)C12CC3CC(CC(C3)C1)C2 (stereo not given) | -6 | 0.9 | -2 | -8 | 0.9 | 0 | 14 | 1.1 | 8 | 1
c1ccc(-n2nnnc2Sc2n[nH]c(-c3ccncc3)n2)cc1 | -8 | 0.9 | -4 | -11 | 1.1 | -5 | -1 | 1.1 | 14 | 1
Cn1c(=O)n(CCN2CCOCC2)c(=O)c2c1nc1n2CCN1c1ccc(Oc2ccccc2)cc1 | -6 | 1 | x | -11 | x | -7 | x | 1.1 | 4 | 1.1
COc1ccc(OCCC(=O)NC2CCCCC2)cc1 | -4 | 1.1 | 0 | -8 | -0.4 | -2 | -26 | 1 | -9 | 1
O=C1C2ON(c3ccccc3)C(c3ccccn3)C2C(=O)N1c1ccc(Br)cc1 (stereo not given) | -8 | 1 | -9 | -9 | 1.4 | -4 | 2 | 1.1 | -1 | 1
CCOC(=O)c1cc2c(n(-c3ccc(C)cc3)c1=O)CCCC2=O | -10 | 0.9 | 15 | 2 | 1.8 | -5 | -6 | 1.1 | 8 | 1.1
CCOC(=O)c1c(N)c(C#N)c2n1CCCCC2 | -2 | 0.9 | -7 | -9 | -0.4 | -1 | 12 | 1 | 12 | 1
CCCCC(=O)NC(NC(=S)N1CCCCCC1)C(Cl)(Cl)Cl (stereo not given) | -5 | 1 | 7 | -27 | 1.3 | -9 | -6 | 1 | -2 | 1.1
CCOC(=O)N1CCC(NC(=O)c2cccc3c2C(=O)N(c2ccc(OC)cc2)C3)CC1 | -7 | 0.9 | 16 | -18 | 1.7 | -10 | -14 | 1.1 | 6 | 1.1
COc1ccc(CC(=O)OCC(=O)Nc2ccc(Cl)cn2)cc1 | -3 | 0.9 | -6 | -10 | 1.6 | -4 | -18 | 1 | 7 | 1
CC(C)(C)c1ccc(/C=C(\C#N)C(=O)NCCN2CCOCC2)cc1 | -1 | 1.1 | 25 | -5 | -0.4 | -4 | -29 | 1 | -7 | 1
CCOc1ccc(Br)cc1S(=O)(=O)Nc1ccc(Cl)c(S(=O)(=O)N(CC)c2ccccc2)c1 | -10 | 0.9 | 2 | -10 | 3.5 | 0 | -7 | 1.1 | 11 | 1
O=C(NNc1ccccc1)C(=O)N1CCCCC1 | -4 | 1 | 67* | -12 | -0.4 | -1 | 11 | 1 | 1 | 1
COc1ccc(OC)c(N2C(=O)C(Cl)=C(N3CCCCC3)C2=O)c1 | -3 | 1 | -5 | -5 | 0.1 | -3 | -13 | 1 | 2 | 1
C#CCOCCOCCOCCNc1nc(N2CCN(C(=O)[C@H]([C@@H](C)CC)n3cc([C@@H](N)CC(C)C)nn3)CC2)nc(N2CCN(C(=O)[C@H]([C@@H](C)CC)n3cc([C@@H](N)CC(C)C)nn3)CC2)n1 | -4 | 1.2 | -10 | -26 | -0.9 | -9 | -15 | 1 | -22 | 1.1
C=CCCC(=O)Nc1ccc(Br)cn1 | -6 | 1.3 | -2 | -2 | 0.8 | -2 | 1 | 1.1 | -30 | 1
O=C(CNS(=O)(=O)c1ccc(Br)s1)NCc1ccc2c(c1)OCO2 | -4 | 0.8 | -6 | -16 | 2.1 | -4 | -3 | 1 | 21 | 1
NC(=O)COC(=O)CC12CC3CC(CC(C3)C1)C2 | -7 | 0.9 | -12 | -10 | 1.7 | -4 | 2 | 1.1 | 14 | 1
CC1(C(=O)O)Sc2[nH]c(=O)sc2C2c3ccccc3OC(=O)C21 (stereo not given) | -4 | 1.1 | -7 | -10 | 0.2 | -3 | -42 | 1 | -10 | 1
CC(C)c1nc(SCC(=O)N2CCN(c3ccccc3)CC2)c2c(=O)n(C)c(=O)n(C)c2n1 | 0 | 1 | 25 | -5 | 2.9 | -4 | 4 | 1 | -5 | 1
CC1Cc2ccccc2N1C(=O)COC(=O)Cn1nnc(-c2ccccc2)n1 (stereo not given) | -2 | 1 | 2 | -7 | 0.8 | -3 | -9 | 1 | 3 | 1
O=C1C(Cc2cccc([N+](=O)[O-])c2)SC(=Nc2ccccc2)N1c1ccccc1 (stereo not given) | -6 | 0.8 | 45 | -3 | 3.4 | -3 | -13 | 1.1 | 22 | 1
CC(=O)c1ccc(N2CCN(C(=O)C3CCCN(S(=O)(=O)c4c(C)[nH]c(=O)[nH]c4=O)C3)CC2)cc1 (stereo not given) | -3 | 1.1 | -2 | -14 | 3.0 | -4 | -2 | 1 | -8 | 1
CCCOc1ccc(-c2nc(C#N)c(NCC3CCCO3)o2)cc1 (stereo not given) | -4 | 0.9 | 92* | -11 | 1.5 | -7 | 1 | 1 | 7 | 1.1
Cc1oc2c(O)c(O)ccc2c(=O)c1-c1cnn(-c2ccccc2)c1 | 0 | 1 | 34 | -6 | -0.9 | 4 | -18 | 1 | -4 | 1
c1ccc(-c2n[nH]c(-c3ccccn3)n2)cc1 | 30 | 1.1 | 3 | 67* | 0.0 | -4 | -115 | 0.7 | -11 | 1
Cc1cc(NC(=O)Cn2cnc3c(nnn3-c3cccc(F)c3)c2=O)no1 | -3 | 0.9 | 15 | -5 | 4.9 | -4 | 4 | 1 | 11 | 1
Clc1ccc(Oc2nc(Oc3ccc(Cl)cc3)nc(N3CCOCC3)n2)cc1 | -9 | 0.9 | 24 | -12 | 0.5 | -7 | 6 | 1.1 | 6 | 1.1
CCC(C)NS(=O)(=O)c1ccc(N)cc1 (stereo not given) | -8 | 1 | -2 | -7 | 1.0 | -5 | 19 | 1.1 | -3 | 1.1

An excerpt from above in order of heavy-atom count, descending.
SMILES | FLuc inh counter | bIAP activator | L major viab | TNAP inh no acc | RAM network inh | TNAP inh hiacc | APP transl inh | FLuc stim CS | bIAP inh | TNAP act hiacc
Cn1c(=O)n(CCN2CCOCC2)c(=O)c2c1nc1n2CCN1c1ccc(Oc2ccccc2)cc1 | -6 | 1 | x | -11 | x | -7 | x | 1.1 | 4 | 1.1
CC(C)c1nc(SCC(=O)N2CCN(c3ccccc3)CC2)c2c(=O)n(C)c(=O)n(C)c2n1 | 0 | 1 | 25 | -5 | 2.9 | -4 | 4 | 1 | -5 | 1
CCOC(=O)N1CCC(NC(=O)c2cccc3c2C(=O)N(c2ccc(OC)cc2)C3)CC1 | -7 | 0.9 | 16 | -18 | 1.7 | -10 | -14 | 1.1 | 6 | 1.1
CC1Cc2ccccc2N1C(=O)COC(=O)Cn1nnc(-c2ccccc2)n1 (stereo not given) | -2 | 1 | 2 | -7 | 0.8 | -3 | -9 | 1 | 3 | 1
Cc1noc(/C=C/N(C)C)c1S(=O)(=O)N(C)CC(=O)NC1CCCCC1 | -4 | 1 | -1 | 4 | 2.4 | -7 | 8 | 1 | 5 | 1.1
CC(C)(C)c1ccc(/C=C(\C#N)C(=O)NCCN2CCOCC2)cc1 | -1 | 1.1 | 25 | -5 | -0.4 | -4 | -29 | 1 | -7 | 1
CCOC(=O)c1cc2c(n(-c3ccc(C)cc3)c1=O)CCCC2=O | -10 | 0.9 | 15 | 2 | 1.8 | -5 | -6 | 1.1 | 8 | 1.1
COc1ccc(CC(=O)OCC(=O)Nc2ccc(Cl)cn2)cc1 | -3 | 0.9 | -6 | -10 | 1.6 | -4 | -18 | 1 | 7 | 1
NC(=O)COC(=O)CC12CC3CC(CC(C3)C1)C2 | -7 | 0.9 | -12 | -10 | 1.7 | -4 | 2 | 1.1 | 14 | 1
